Compound activity deposited in PubChem by The Scripps Research Institute Molecular Screening Center.
TAAR1 agonist: agonists of human TAAR1; CHO RD-HGA16 TAAR1, Fluo-8 calcium fluorescence; vehicle wells 0%, saturating PEA agonist 100%; 0.99% of 360,000 active; activation, % at 3 µM;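 active means activation above the mean activation of all test compounds in the run plus 3 SD, cut at about 38% in these data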
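test system = CHO RD-HGA16 cells carrying human TAAR1 plus Gα16 | schedule = 17-24 h seeding, 75 min 37 °C dye, 30 min RT | compound dosing = 3 µM single concentration | control set = DMSO and PEA EC100 | replicates = n 1 | signal = Fluo-8 fluorescence, 5 s baseline then 140 s kinetic read | measure = percent activation vs PEA EC100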
CHRM1 agonist: activates human CHRM1 receptor; P11229; CHO-K1 hM1, Fluo-8 calcium fluorescence, agonist mode; 0% DMSO, 100% acetylcholine EC100; activation, % at 3 µM; 0.33% of 360,000 active; AID 588814;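 active means activation above the run's mean compound activation plus 3 SD, cut at about 16% in these data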;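 further: peak over basal fluorescence ratio within a 140 s kinetic read after compound addition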
Target sequence (P11229 whole entry, looked up): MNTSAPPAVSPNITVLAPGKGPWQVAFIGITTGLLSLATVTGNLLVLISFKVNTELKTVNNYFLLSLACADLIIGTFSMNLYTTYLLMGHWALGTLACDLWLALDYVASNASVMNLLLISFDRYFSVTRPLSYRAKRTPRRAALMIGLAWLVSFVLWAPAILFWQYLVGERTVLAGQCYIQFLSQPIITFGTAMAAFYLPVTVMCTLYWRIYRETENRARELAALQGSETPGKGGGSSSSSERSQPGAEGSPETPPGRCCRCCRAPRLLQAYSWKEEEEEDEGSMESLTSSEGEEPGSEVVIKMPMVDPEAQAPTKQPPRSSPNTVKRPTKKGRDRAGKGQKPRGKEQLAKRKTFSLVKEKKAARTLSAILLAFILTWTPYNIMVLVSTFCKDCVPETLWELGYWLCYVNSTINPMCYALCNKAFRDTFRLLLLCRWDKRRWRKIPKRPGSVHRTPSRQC
CHO-K1 Ca antag: nonselective inhibitor or artifact in parental CHO-K1 cells | inhibition, % at 3 µM | 0.6% of 360,000 active | ATP-induced calcium, Fluo-8 fluorescence | AID 602250;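 active means inhibition above a per-plate cutoff, the plate's mean sample inhibition plus 3 SD, cut at about 24% in these data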;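 further: 0% = DMSO plus EC80 ATP and 100% = DMSO alone without ATP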
V1R ag counter: activates human V1a receptor in oxytocin agonist counter-screen | activation, % at 3 µM | 0.25% of 320,000 active | CHO-V1R cells, Fluo-8 calcium fluorescence, agonist mode; 0% DMSO, 100% 3 nM vasopressin | P37288 | AID 2797;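 active means activation above the mean activation of all tested compounds plus 3 SD, per screening run, cut at about 20% in these data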;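 further: signal is peak over basal fluorescence ratio across a 100 second FLIPR read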
Target sequence (P37288 whole entry, looked up): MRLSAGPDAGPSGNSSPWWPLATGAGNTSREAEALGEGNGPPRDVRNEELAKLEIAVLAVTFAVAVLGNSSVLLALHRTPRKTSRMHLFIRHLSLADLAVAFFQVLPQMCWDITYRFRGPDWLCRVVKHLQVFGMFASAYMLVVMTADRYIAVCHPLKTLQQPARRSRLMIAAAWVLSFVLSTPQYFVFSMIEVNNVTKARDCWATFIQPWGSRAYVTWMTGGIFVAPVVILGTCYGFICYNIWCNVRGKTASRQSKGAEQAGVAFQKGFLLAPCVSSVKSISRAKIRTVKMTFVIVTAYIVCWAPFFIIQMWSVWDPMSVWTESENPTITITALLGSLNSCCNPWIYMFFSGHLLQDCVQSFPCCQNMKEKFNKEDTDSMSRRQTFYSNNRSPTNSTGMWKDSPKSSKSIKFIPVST
CHO parental Ca: signal in parental CHO cells, OX1R antagonist counter-screen; parental CHO-K1, ATP-induced calcium, Fluo-8 fluorescence; inhibition, % at 5.6 µM; 0.63% of 330,000 active;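 active means inhibition above that plate's mean sample inhibition plus 3 SD, cut at about 26% in these data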;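 further: 0% = ATP-challenged DMSO wells and 100% = DMSO wells without ATP; some compounds past the cut are filed as inactive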
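Test system: untransfected parental CHO cell line. Compound: one dose, 5.6 µM nominal. Detection: intracellular calcium via Fluo-8 no-wash fluorescent dye. Measure: % inhibition. Benchmarks: ATP-challenged DMSO wells low, unchallenged DMSO wells high.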
M1 ag parental: M1 agonist counterscreen hit in parental CHO-K1 cells; Fluo-8 calcium fluorescence; scaled to maximal ATP response, vehicle zero; activation, % at 3 µM; 0.48% of 360,000 active; in the data active means activation above about 15%;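 further: untransfected CHO-K1 host cells lacking M1 receptor as counterscreen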
TAAR1 antag: antagonists of human TAAR1. Q96RJ0. CHO RD-HGA16 TAAR1, Fluo-8 calcium fluorescence, antagonist. inhibition, % at 3 µM. 1.5% of 360,000 active;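 active means inhibition above a per-plate cutoff, the mean inhibition of test compounds on that plate plus 3 SD, cut at about 49% in these data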;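 further: 0% = DMSO plus EC80 beta-PEA response and 100% = DMSO alone without agonist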
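Test system: RD-HGA16 CHO cells with stable hTAAR1 and Gα16 / Probe or stimulus: EC80 β-phenethylamine stimulus / Times: seeding 17-24 h prior, 75-min 37 °C, 30-min RT dye loading / Detection: Fluo-8 calcium-sensitive fluorescence / Read-out basis: % inhibition scaled between DMSO and EC80 PEA controls / Repeats: singlicate, one well per test compound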
M1 PAM parental: counter-screen for M1 PAMs: effect in parental CHO-K1 cells; ATP EC20, Fluo-8 calcium fluorescence; 0% at ATP EC20, 100% at ATP max; activation, % at 3 µM; 0.02% of 360,000 active;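 active means activation above the run cutoff, the mean activation of all test compounds plus 3 SD, cut at about 40% in these data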;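 further: peak over basal fluorescence ratio in a 140 s read after ATP addition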
OXTR potentiator: potentiates the human oxytocin receptor response; P30559; 0.061% of 320,000 active; CHO-OTR cells, Fluo-8 calcium fluorescence, potentiator mode; 0% = oxytocin EC15, 100% = EC100; activation, % at 3 µM;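 active means activation above that plate's cutoff, the mean activation of tested compounds plus 3 SD, cut at about 6.6% in these data, passing the limit was not always enough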;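 further: 100% uses oxytocin at 75 nM as the full agonist control; some results filed as inactive read as strong as hits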
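Replication – single well per compound, singlicate · Assay system – CHO cell line stably expressing human OTR · Timing – 6 min pre-incubation, 100 s read · Measure – normalized max/min fluorescence ratio, % activation · Doses – 3.0 µM, one dose · Detection – Fluo-8 calcium dye fluorescence · Probe or stimulus – oxytocin near EC15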
Numbers without * were called inactive; x = not tested or not shown. Outcome played no part in choosing rows; about 3.3% have a hit in one of these screens.

SMILES	TAAR1 agonist	CHRM1 agonist	CHO-K1 Ca antag	V1R ag counter	CHO parental Ca	M1 ag parental	TAAR1 antag	M1 PAM parental	OXTR potentiator
O=C(CCc1nnc(CCCCc2ccccc2)o1)N1CCN(CCO)CC1	1.4	1.1	2.6	-0.3	-9.2	0.1	-3.4	-10.4	-0.9
CC/C(=C/c1sc2ccc(C)cc2[n+]1CCO)SC	10.9	-12.3	2.9	-0.4	-11.9	-0.8	-6.3	-7.2	-7.7
C=C(C)CNC(=O)C1CCC(=O)N(CCCc2ccccc2)C1 (stereo unspecified)	1.5	-2.0	-8.3	0.6	-12.1	0.9	-8.7	10.0	3.5
COc1cc(OC)c2c(-c3cccc(-c4ccc(O)cc4)c3)cc(=O)oc2c1	-1.2	-1.9	-10.2	x	-19.2	-0.2	12.7	14.1	x
Cc1ccc(OCCCC(=O)ON=C(N)c2ccccc2C)cc1	5.0	-2.9	-10.5	0.5	-10.2	0.2	-9.8	12.6	-6.3
Cc1ccc([N+](=O)[O-])cc1/C=N/Nc1nnnn1-c1ccccc1	-2.5	-3.1	-23.5	0.4	-7.0	0.3	-2.4	7.3	1.5
C[C@@H]1CN([C@H](C)CO)S(=O)(=O)c2ccc(Br)cc2O[C@H]1CN(C)C(=O)Cc1ccccn1	6.0	-2.4	-5.4	x	x	2.6	1.7	17.8	x
O=C(CCCN1C(=O)/C(=C\c2cccs2)SC1=S)NNC(=O)c1ccncc1	6.8	-1.9	3.3	0.9	-23.0	2.8	16.1	10.3	2.5
CC(=O)C1=C(O)C2(C)c3c(O)c(C)c(O)c(C(C)=O)c3OC2CC1=O (stereo unspecified)	22.6	3.0	9.5	x	x	1.7	0.1	-15.1	x
CCN(CC(=O)NC(C)C)C(=O)c1ccc(Cl)cc1	1.9	-5.1	-13.4	0.3	-1.2	-0.3	10.6	7.6	-2.6
CSCCC(NS(=O)(=O)c1ccccc1F)C(=O)Nc1ccncc1 (stereo unspecified)	4.8	-6.8	5.8	-0.1	-8.7	0.0	13.0	-14.2	-0.8
CC(=O)Nc1ccccc1NS(=O)(=O)c1ccc(Cl)cc1	9.4	-3.1	1.5	2.4	-13.2	1.3	13.2	4.5	-0.7
CC(C)(C)OC(=O)N1CCC(C(=O)Nc2cccc(C(=O)N3CCOCC3)c2)CC1	2.3	-12.5	-11.2	0.8	6.5	2.7	2.5	16.1	-7.0
O=C(Nc1cc(C(F)(F)F)ccc1Cl)c1ccncc1	-1.8	-4.8	6.8	-0.3	-13.0	-0.5	-13.4	-12.8	-6.0
CC1CCN(c2c([N+](=O)[O-])nn(-c3ccc4c(c3)OCCO4)[n+]2[O-])CC1	5.5	-5.1	16.0	-0.7	-30.2	-0.3	-0.8	-8.8	-15.0
COc1cccc(/C=C/C(=O)OCC(=O)N2c3ccccc3CC2C)c1 (stereo unspecified)	0.5	-4.0	-3.6	x	x	0.8	-3.9	12.6	x
CC(C)(C)c1cc(Cc2ccccc2)[nH]n1	13.4	-8.9	-10.6	-1.2	-12.7	1.5	15.8	14.3	3.2
C/C(CC(=O)Nc1ccccc1C(F)(F)F)=N\NC(=O)c1cnccn1	0.9	-2.0	-27.6	-0.6	-22.9	0.1	-30.9	30.1	-2.9
O=C(CNCc1ccc(F)cc1)Nc1ccccc1[N+](=O)[O-]	0.2	-3.4	-9.6	-0.3	-3.4	1.5	-20.1	17.4	-4.1
C=C(C)COc1ccc2oc(C)c(C(=O)OCCOC)c2c1	15.4	-4.2	1.4	-1.3	-17.2	-0.1	-14.4	8.2	-1.2
Cc1ccc(SCC(=O)OC(C)C(=O)NC2(C#N)CCCCC2)cc1 (stereo unspecified)	-1.1	-1.0	9.9	-0.3	-14.4	-0.6	9.5	13.7	-6.1
Cc1c(NC(=O)Nc2ccccc2)cccc1[N+](=O)[O-]	8.8	1.5	-11.1	6.4	-13.7	10.0	3.8	17.4	-7.8
CCC(C)[C@H](NC(=O)Nc1ccc(S(N)(=O)=O)cc1)C(=O)OC (stereo partly specified)	-0.1	-2.5	-15.9	1.4	9.7	0.1	11.7	12.4	-5.9
COC(=O)c1ccc(C2N=C(c3cccs3)CC(c3ccccc3O)N2)cc1 (stereo unspecified)	9.5	-1.8	-1.7	6.4	42.1*	1.8	-13.0	3.2	-21.5
CC(=O)C1=C(C)N(CC2CC2)C(=O)N[C@H]1c1cccs1	x	-11.3	-2.8	0.2	0.9	-0.2	x	-2.9	-11.3

Four consecutive records out of the list so far:
SMILES	TAAR1 agonist	CHRM1 agonist	CHO-K1 Ca antag	V1R ag counter	CHO parental Ca	M1 ag parental	TAAR1 antag	M1 PAM parental	OXTR potentiator
O=C(CCc1nnc(CCCCc2ccccc2)o1)N1CCN(CCO)CC1	1.4	1.1	2.6	-0.3	-9.2	0.1	-3.4	-10.4	-0.9
CC/C(=C/c1sc2ccc(C)cc2[n+]1CCO)SC	10.9	-12.3	2.9	-0.4	-11.9	-0.8	-6.3	-7.2	-7.7
C=C(C)CNC(=O)C1CCC(=O)N(CCCc2ccccc2)C1 (stereo unspecified)	1.5	-2.0	-8.3	0.6	-12.1	0.9	-8.7	10.0	3.5
COc1cc(OC)c2c(-c3cccc(-c4ccc(O)cc4)c3)cc(=O)oc2c1	-1.2	-1.9	-10.2	x	-19.2	-0.2	12.7	14.1	x

The list continues.
SMILES	TAAR1 agonist	CHRM1 agonist	CHO-K1 Ca antag	V1R ag counter	CHO parental Ca	M1 ag parental	TAAR1 antag	M1 PAM parental	OXTR potentiator
Cc1ccc(COC(=O)CN2C(=O)NC3(CCCCC3C)C2=O)cc1 (stereo unspecified)	-0.8	-1.6	-11.9	x	x	2.6	-1.3	2.1	x
CC(C)C(=O)N[C@@H]1c2ccccc2CC[C@@H]1OCc1ccccc1	-1.7	-4.6	-22.0	x	-16.5	0.4	-6.0	18.0	x
Cc1cc(=O)oc2c(C)c(OC(C)C(=O)NC(Cc3c[nH]c4ccc(O)cc34)C(=O)O)ccc12 (stereo unspecified)	0.8	-1.4	11.4	0.6	-8.1	0.4	-0.1	-0.5	-3.6
CN1CCOc2cc(S(=O)(=O)Nc3ccc(F)cc3)ccc21	14.2	5.5	4.9	9.6	-19.8	7.5	25.4	2.9	-20.5
CSc1ccc(C(=S)N2CCN(Cc3ccccc3)CC2)cc1	11.9	-6.6	6.3	-0.4	7.8	-0.2	15.1	-3.8	-4.6
Fc1ccc(Nc2ncnc3ccccc23)cc1	15.4	0.5	-8.0	-0.6	-1.9	1.8	-10.5	14.3	-7.4
O=C1C=C(NCc2ccc(Cl)cc2Cl)C2(CCCCC2)O1	17.8	-0.7	-8.3	3.6	-9.0	8.0	2.3	7.3	-17.0
COc1ccc(CNc2ccncc2)c(OC)c1OC	1.9	-3.8	-1.6	x	x	0.8	-14.3	18.2	x
CCCN(CC(=O)Nc1ccccc1C)C(=O)c1ccc(N2CCCC2)c([N+](=O)[O-])c1	-0.3	-2.5	1.4	-0.8	-25.3	0.3	-16.3	-13.6	-9.0
COc1ccc(-c2cc(=O)[nH]c(N3CCN(Cc4ccccc4)CC3)n2)cc1	-1.1	-4.8	-1.8	0.6	-6.2	1.0	3.1	12.9	-4.9
O=C(NC(=S)Nc1ccccc1Br)C1CC1	0.4	3.0	-8.8	0.9	-11.6	3.1	-2.2	2.5	-5.0
CCn1c(SCC(=O)c2c(N)n(C3CC3)c(=O)[nH]c2=O)nnc1-c1ccoc1C	4.8	-2.9	7.5	1.0	-10.0	2.3	-17.5	-2.3	-2.4
O=C(OCC(=O)N1CCC(Cc2ccccc2)CC1)c1ccccc1F	14.0	-0.8	-21.5	0.0	-3.8	0.2	5.8	12.2	-0.2
Cc1cc(S(=O)(=O)Nc2ccc(C(=O)NCCCN3CCOCC3)cc2)ccc1F	1.6	-6.6	-7.7	0.5	-13.6	2.2	-33.5	15.7	0.7
Nc1nc(SCC(=O)Nc2ccc3c(c2)CCC3)n[nH]1	0.9	-1.0	0.1	-0.2	-12.4	-0.5	2.2	2.7	-6.8
CCCCC(CC)C(=O)Nc1ccc(S(=O)(=O)Nc2nccs2)cc1 (stereo unspecified)	7.2	-1.5	-4.2	-0.2	-1.5	0.6	-7.4	8.3	-4.3
c1ccc(COC2CCCN(Cc3nc(-c4cnccn4)no3)C2)cc1 (stereo unspecified)	0.3	1.2	5.5	0.0	12.3	-0.2	-5.3	-11.4	-19.7
Cc1ccc(CCNC(=O)C2CCN(S(=O)(=O)c3cccc4nsnc34)CC2)cc1	76.8*	-3.0	11.6	2.7	-8.9	4.1	56.4*	6.0	-9.8
O=C(O)c1cc(S(=O)(=O)NCC2COc3ccccc3O2)ccc1Cl (stereo unspecified)	0.0	-3.2	-13.7	-0.3	4.0	0.1	-2.6	9.8	6.0
O=C1CC(c2ccc3c(c2)OCCO3)Oc2ccccc21 (stereo unspecified)	-0.5	-3.0	-26.6	0.9	3.4	2.3	13.1	12.7	-6.2
Cc1c(N(C(=O)c2cnccn2)C2(C(=O)NC3CCCC3)CCCCC2)c(=O)n(-c2ccccc2)n1C	1.6	-2.1	11.1	-0.8	-2.8	-0.4	-19.8	-12.5	-2.6
CCOc1cc(S(=O)(=O)NCc2cccnc2)c(C)cc1C	2.2	-1.3	-17.1	0.0	-15.9	2.0	-25.7	7.0	0.5
Cc1cccc(OCC(=O)NC2CCCCCC2)c1C	-0.1	-0.1	-6.7	-1.3	-3.3	-0.3	-19.4	8.6	-9.6
O=S(=O)(c1cccs1)N1CCN(c2ncccn2)CC1	7.8	-3.4	20.8	0.6	-3.5	0.5	-4.8	-9.5	-1.1
COc1ccccc1C#CC1=CC(=O)C[C@H](c2ccc(F)cc2)C1	-0.1	-9.8	-1.1	x	x	-0.1	2.3	2.5	x
COc1ccccc1CCC(=O)N(C)CC(=O)Nc1ccc(Cl)c(C(F)(F)F)c1	-0.5	-3.1	-1.1	5.7	-4.5	2.2	-10.6	-9.4	-9.9
COC1=C/C(=C/c2c(N)n3nc(CC(=O)N4CCOCC4)sc3nc2=O)C=CC1=O	0.8	-3.5	-15.6	1.5	-10.9	0.2	-30.4	19.4	-4.5
CCOc1cc(N2CCOCC2)c(OCC)cc1NCC(=O)N1CCN(Cc2ccccc2)CC1	2.7	-7.0	-13.8	0.2	-19.2	1.1	-14.3	2.0	-5.2
COc1ccccc1-c1c(C)nn2c(N3CCN(c4ccccc4OC)CC3)cc(C)nc12	-0.9	-2.5	-8.7	0.8	-9.4	1.0	-1.4	10.6	1.9
CCn1nc(NC(=O)c2ccccn2)c2cc3cc(C)ccc3nc21	6.5	-3.5	0.7	-1.1	-27.9	0.3	18.7	6.0	-11.5
